High-throughput results deposited in PubChem by several laboratories.
CHT block: inhibits the human high affinity choline transporter; Q9GZV3; B-score at 10 µM; CHT-expressing cells, membrane potential dye, choline response; stronger effect = lower value; hit rate 0.86% among 310,000;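 active means B-score over 3 SD under the library average, and starting fluorescence ratio not unusually high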;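 further: choline stimulus applied at its EC90 after an EC20 pre-addition; B-score computed on integrated fluorescence ratio after choline addition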
Target sequence (Q9GZV3 whole entry, looked up): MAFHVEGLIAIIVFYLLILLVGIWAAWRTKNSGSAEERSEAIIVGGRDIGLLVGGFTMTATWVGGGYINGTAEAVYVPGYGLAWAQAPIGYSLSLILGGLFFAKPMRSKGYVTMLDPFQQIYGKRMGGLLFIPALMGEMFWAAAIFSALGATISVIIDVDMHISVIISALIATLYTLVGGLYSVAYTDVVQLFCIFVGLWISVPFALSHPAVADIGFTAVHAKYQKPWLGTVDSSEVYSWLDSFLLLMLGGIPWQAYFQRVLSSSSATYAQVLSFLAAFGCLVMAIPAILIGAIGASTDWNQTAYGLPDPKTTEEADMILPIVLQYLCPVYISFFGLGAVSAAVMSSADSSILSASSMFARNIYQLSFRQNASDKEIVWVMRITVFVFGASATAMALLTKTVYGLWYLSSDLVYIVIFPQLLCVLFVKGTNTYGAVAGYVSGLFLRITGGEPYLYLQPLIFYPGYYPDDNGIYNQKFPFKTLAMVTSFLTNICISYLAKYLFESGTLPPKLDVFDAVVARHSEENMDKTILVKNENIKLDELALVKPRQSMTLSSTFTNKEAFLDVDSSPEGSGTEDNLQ
CHT PAM: human CHT allosteric activation; CHT-expressing cells, membrane potential dye, choline EC20; stronger effect = higher value; LV-AA mutant CHT in HEK293 cells; hit rate 0.49% among 310,000; B-score at 10 µM; Q9GZV3;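 active means initial fluorescence not abnormally high and integrated response B-score, plate-corrected, over 3 SD above library mean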
STK33 kinase inh: human STK33 kinase inhibition. Q9BYT3. purified STK33, MBP phosphorylation, ADP-Glo luminescence. inhibition, % at 10 µM. hit rate 0.073% among 320,000. AID 2661;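 active means inhibition at or above 25%, using the most active replicate where run in duplicate; inactive means inhibition below 25%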
Target sequence (Q9BYT3 whole entry, looked up): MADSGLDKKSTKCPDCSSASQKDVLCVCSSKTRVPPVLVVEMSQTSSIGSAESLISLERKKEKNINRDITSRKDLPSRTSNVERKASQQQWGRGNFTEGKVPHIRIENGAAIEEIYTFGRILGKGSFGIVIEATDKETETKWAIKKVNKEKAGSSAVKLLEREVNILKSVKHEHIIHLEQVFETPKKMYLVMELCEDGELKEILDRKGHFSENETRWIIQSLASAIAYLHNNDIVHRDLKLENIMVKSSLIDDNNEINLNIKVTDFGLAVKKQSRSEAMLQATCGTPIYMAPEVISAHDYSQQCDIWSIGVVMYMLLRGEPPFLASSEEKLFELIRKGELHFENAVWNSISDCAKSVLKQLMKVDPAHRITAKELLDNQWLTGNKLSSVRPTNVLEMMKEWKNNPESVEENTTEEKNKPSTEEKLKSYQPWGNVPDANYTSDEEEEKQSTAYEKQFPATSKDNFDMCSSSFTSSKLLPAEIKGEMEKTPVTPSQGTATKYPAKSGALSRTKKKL
* marks the source's active call; other numbers are inactive results; i = inactive; nt = not tested or not shown.

nr	molecule	CHT block	CHT PAM	STK33 kinase inh
1	CC(=O)N1CCc2cc(S(=O)(=O)NC(CC(C)C)C(=O)Nc3ccc4c(c3)OCCO4)ccc21 (stereo not given)	i	i	-2.8
2	CCc1nc(-c2cc3ccc(C)cc3[nH]c2=O)no1	i	i	-0.6
3	CC(=O)c1cn(CCOc2ccc(F)cc2)c2ccccc12	i	i	2.2
4	CCCCC1CCC(C(=O)OC(C)C(=O)Nc2ccc(NC(C)=O)cc2)CC1 (stereo not given)	i	i	-1.9
5	COc1ccc(O)c(C(=O)c2cnn(-c3ccc(Cl)cc3)c2)c1	i	i	-0.9
6	CC(C)OP(=O)(OC(C)C)/C(C=O)=N\Nc1ccc([N+](=O)[O-])cc1	-8.4*	i	-0.7
7	CC(=O)N1CCN(C(=O)c2ccc(-n3c(C)ccc3C)cc2)CC1	i	i	-3.7
8	Cc1cc(NC(=O)c2ccc(C)s2)n(-c2nc3ccccc3[nH]2)n1	i	i	-0.9
9	CCc1nnc(NC(=O)c2ccc(S(=O)(=O)N3CCCc4ccccc43)cc2)o1	i	i	7.7
10	O=C(Nc1ccc(F)cc1F)C1CCCN1S(=O)(=O)c1cccc2nsnc12 (stereo not given)	i	i	nt
11	CC(C)CN1C(=O)NC(NS(=O)(=O)c2ccc(N)cc2)(C(F)(F)F)C1=O (stereo not given)	i	i	-1.3
12	CC(OC(=O)Cc1n[nH]c(=O)c2ccccc12)C(=O)Nc1ccc(Cl)cn1 (stereo not given)	i	i	-0.2
13	O=C(CCOc1ccccc1)NCc1ccccc1	i	i	-1.4
14	CCOC(=O)N1CCN(C2CCCN(C(=O)c3ccccc3N(C)C)C2)CC1 (stereo not given)	i	i	-1.4
15	COc1cc(NC(C)CCc2ccccc2)cc(OC)c1OC (stereo not given)	i	i	-0.1
16	CCOC(=O)N1CCN(CCC(=O)Nc2cccc(Cl)c2C)CC1	i	i	-1.2
17	CC(C)Cc1ccc(C#N)c(SCC(N)=O)n1	i	i	0.1
18	NC(=O)C1=C[C@@H](c2ccc(C(F)(F)F)cc2)C[C@@H](OCCCCO)O1	i	i	-0.9
19	O=C(NCCc1cccs1)C1CC(c2cccc([N+](=O)[O-])c2)=NO1 (stereo not given)	i	i	-0.5
20	Cc1ccc(NC(=O)C(=O)NCCN2CCN(S(C)(=O)=O)CC2)cc1	i	i	-0.4
21	O=C(Nc1ccnn1C1CCN(Cc2ccc(C#CCCO)cc2)CC1)c1cccc(F)c1	i	i	-0.1
22	COc1ccc2c(c1)c(=O)cc(C)n2CC(=O)NCc1ccco1	i	i	0.4
23	COc1ccc(Cl)cc1NC(=O)CCNS(=O)(=O)c1cccc2nonc12	i	i	-1.1
24	CCOC(=O)c1c(N)sc2c1CCC(C)C2 (stereo not given)	i	i	-0.8
25	CCc1nc(SCC(=O)Nc2ccc(Br)cn2)n[nH]1	i	i	0.5

(list continues)
nr	molecule	CHT block	CHT PAM	STK33 kinase inh
26	COc1ccc(/C(O)=C2/C(=O)C(=O)N(Cc3cccnc3)C2c2ccco2)cc1OC (stereo not given)	i	i	1.8
27	CCCS(=O)(=O)Nc1c(C(=O)O)[nH]c2ccccc12	i	i	0.5
28	O=C(c1ccc(S(=O)(=O)c2cccc(Cl)c2)c([N+](=O)[O-])c1)N1CCN(c2ccccn2)CC1	i	8.5*	-2.2
29	O=C(CCN1CCCCC1)NNC(=S)NC(=O)c1ccc(Br)cc1	i	i	nt
30	O=S(=O)(Cc1ccccc1)NCc1cccnc1	i	i	2.2
31	Cc1cc(-c2nnc(SCC(=O)Nc3ccccn3)o2)no1	i	i	1.0
32	O=C(c1ccc(Br)s1)N1CCN(c2ccccn2)CC1	i	i	1.4
33	COc1cc(CN2CCCC(CO)(Cc3ccccc3)C2)ccc1O (stereo not given)	i	i	-4.7
34	COc1ccc(C2(C)NC(=O)N(CC(=O)Nc3ccc4[nH]c(=O)[nH]c4c3)C2=O)cc1 (stereo not given)	i	i	2.6
35	CSC1=NSC2=NC(=O)/C(=C\c3cccs3)C(=N)N12	i	i	1.4
36	O=C(N=Nc1c(O)[nH]c2ccccc12)c1cc(-c2cccs2)[nH]n1	i	i	0.4
37	O=C(O)CP(=O)(c1ccccc1)c1ccccc1	i	i	0.9
38	Cc1ccc(-c2cc3c(nn2)-c2ccccc2C3=O)cc1	i	i	-1.0
39	COc1ccc(CCNC(=O)c2cnccn2)cc1	i	i	-1.2
40	Cc1ccc(C(=O)c2c3ccccc3[n+]([O-])n2CCC(N)=O)cc1	i	i	0.6
41	Cc1ccsc1C1C2=C(CCCC2=O)Nc2ncnn21 (stereo not given)	i	i	-1.2
42	Cc1ccc(NS(=O)(=O)c2ccc(C(=O)N3CCCCCCC3)cc2)cc1	i	i	1.3
43	Cc1nc(C(=O)NCc2ccccc2)sc1C1(C)CC(c2cccnc2)=NO1 (stereo not given)	i	i	3.4
44	N#Cc1ccc(S(=O)(=O)Nc2ccc3ccccc3n2)cc1	i	i	-1.8
45	Cc1c(N)cc[n+](CC(=O)c2ccccc2)c1C	i	i	-0.2
46	CCC(C)C(NC(=O)c1ccccc1NC(=O)c1ccccc1)C(=O)O (stereo not given)	i	i	-0.2
47	COCCNC(=O)CCCCCn1c(=S)[nH]c2ccccc2c1=O	i	i	-0.7
48	O=C(CSc1nc(C(F)(F)F)cc(=O)[nH]1)N1CCCC1	i	i	-2.9
49	COc1ccc(NC(=S)N2CCN(S(=O)(=O)c3ccccc3)CC2)cc1	i	i	-0.5
50	O=C(Nc1nnc(-c2ccco2)o1)c1cccc2ccccc12	i	i	-0.8

Two compounds picked at random from the list so far, as already listed:
nr	molecule	CHT block	CHT PAM	STK33 kinase inh
28	O=C(c1ccc(S(=O)(=O)c2cccc(Cl)c2)c([N+](=O)[O-])c1)N1CCN(c2ccccn2)CC1	i	8.5*	-2.2
50	O=C(Nc1nnc(-c2ccco2)o1)c1cccc2ccccc12	i	i	-0.8

The listing continues:
nr	molecule	CHT block	CHT PAM	STK33 kinase inh
51	CCOc1ccccc1C1N=C(c2ccc(OC)cc2)CC(c2ccccc2O)N1 (stereo not given)	i	i	1.1
52	COC(=O)C1=C(C(=O)OC)[C@@H]2N(Cc3ccccc3)c3ccccc3[C@@]23C[C@@H](CO)N(C(=O)NC2CCCC2)C3=N1	i	i	-1.0
53	c1ccc(-n2nnnc2Oc2cccc3cccnc23)cc1	i	i	-0.3
54	Cc1ccc(Cl)cc1NC(=O)C[n+]1ccc(Cc2ccc([N+](=O)[O-])cc2)cc1	i	i	-1.0
55	COc1ccccc1CNC(=O)c1ccc(NS(=O)(=O)c2cccs2)cc1	i	i	-1.1
56	O=C(Cn1cccc1C(=O)c1ccccc1)NCc1ccc(Cl)cc1	i	i	-2.1
57	O=C(N/N=C/c1cccc(O)c1)c1cc2c(ccc3ccccc32)o1	i	i	2.3
58	O=c1[nH]c(=O)c2nc(-c3ccc(Cl)cc3)cnc2[nH]1	i	i	-0.6
59	CCC(=O)N(CCC(c1ccccc1)c1ccco1)Cc1cccs1 (stereo not given)	i	9.5*	-2.0
60	NC(N)=NC(N)=Nc1cccc2ccccc12	i	i	1.2
61	Cc1cccc(C)c1OCC(=O)NC1CC1	i	i	-2.5
62	Cc1ccc2sc(NNC(=O)c3cc(=O)c4ccccc4o3)nc2c1C	i	i	-0.5
63	CC(C)(C)n1nc2c(c1NC(=O)COc1ccc3ccccc3c1)CS(=O)C2 (stereo not given)	i	i	-1.1
64	Cc1cc(OCC(=O)N[C@@H](Cc2ccccc2)c2nc3ccccc3[nH]2)ccc1Cl	i	i	0.2
65	COc1ccc(CC(=O)OCc2cc3cccc(C)c3[nH]c2=O)cc1	i	i	-0.4
66	Cc1ccc(-n2nnnc2SCCNS(=O)(=O)c2ccccc2)cc1C	i	i	0.4
67	CCN(Cc1ccccc1)S(=O)(=O)c1cc(C(=O)c2c(N)n(C)c(=O)n(C)c2=O)ccc1OC	i	i	-0.4
68	CCOC(=O)c1nn(-c2ccccc2)c(=O)cc1SC(C)CC (stereo not given)	i	i	6.5
69	CCc1ccc(/C=C2/SC(=S)N(CCCC(=O)Nc3ccccc3C(=O)O)C2=O)cc1	-7.5*	i	-1.7
70	NC(=O)c1ccsc1NC(=O)CSc1nnc(Nc2ccccc2)s1	i	i	-2.0
71	COc1ccccc1NC(=O)CS(=O)(=O)c1cn(CC(=O)N2CCCC2)c2ccccc12	i	i	-0.1
72	CCc1c(C)sc(NC(=O)/C=C/c2ccc3c(c2)OCO3)c1C(=O)OC	i	i	-0.2
73	COc1ccc([N+](=O)[O-])cc1N(CC(=O)N1CCOCC1)S(C)(=O)=O	i	i	2.5
74	O=C(O)COc1ccccc1C(Nc1ccccn1)c1cc(Cl)c2cccnc2c1O (stereo not given)	i	i	-0.6
75	COc1ccccc1-c1nnc(SCC(=O)N2CCCCC2)o1	i	i	-1.4

In a second layout: five of the compounds above.
63	CC(C)(C)n1nc2c(c1NC(=O)COc1ccc3ccccc3c1)CS(=O)C2 (stereo not given)
64	Cc1cc(OCC(=O)N[C@@H](Cc2ccccc2)c2nc3ccccc3[nH]2)ccc1Cl
65	COc1ccc(CC(=O)OCc2cc3cccc(C)c3[nH]c2=O)cc1
66	Cc1ccc(-n2nnnc2SCCNS(=O)(=O)c2ccccc2)cc1C
67	CCN(Cc1ccccc1)S(=O)(=O)c1cc(C(=O)c2c(N)n(C)c(=O)n(C)c2=O)ccc1OC

compound no.,63,64,65,66,67
CHT block,i,i,i,i,i
CHT PAM,i,i,i,i,i
STK33 kinase inh,-1.1,0.2,-0.4,0.4,-0.4

Remaining list, next part
nr	molecule	CHT block	CHT PAM	STK33 kinase inh
76	O=C(COC(=O)C1CC(=O)N(Cc2ccccc2)C1)Nc1ccc2c(c1)OCO2 (stereo not given)	i	i	-1.7
77	COc1cc(/C=N/N2CCN(Cc3ccc(C)cc3)CC2)cc(OC)c1O	i	i	-1.5
78	COc1ccc(/C=N/Nc2nc3ccccc3c(=O)n2-c2ccccc2)cc1OC	i	i	0.6
79	O=C(NCc1ccc(Cl)cc1)c1ccc(-c2ccccc2C(F)(F)F)o1	i	i	-0.1
80	Cc1cc(Cl)c(OCCCN(C)C)c(Br)c1	i	i	-1.7
81	COc1ccc(NC(=O)C(=O)NNC(=O)c2cccs2)cc1	i	i	0.8
82	CC(C)(CNc1ccc(C(F)(F)F)cc1[N+](=O)[O-])N1CCOCC1	i	i	-1.8
83	Cc1[nH]n(-c2cccc(Cl)c2)c(=O)c1C=NCc1ccco1	i	i	1.7
84	Cc1ccc(S(=O)(=O)N(C)C)cc1NC(=O)CN1C(=O)NC2(CCCCCCC2)C1=O	i	i	-1.2
85	COc1ccc(CNC(=O)Cn2cccc2C(=O)c2ccccc2C)cc1	i	i	2.5
86	COc1cc(OC)c(C(=O)OCC(=O)NC2CCCC2)cc1OC	i	i	0.7
87	Cc1ccc(OCC(=O)Nc2ccccc2F)cc1	i	i	-1.6
88	COc1ccc2nc(NC(=O)CCc3cc(OC)c(OC)c(OC)c3)sc2c1	i	i	0.3
89	CCC1N=C(SC)NC(C)=C1C(=O)c1ccccc1 (stereo not given)	i	i	-0.6
90	CCN(c1ccccc1)S(=O)(=O)c1ccc(Cl)c(NC(=O)CSc2n[nH]c(N)n2)c1	i	i	6.1
91	Cc1nn(-c2cccc(C(F)(F)F)c2)c(Cl)c1/C=N/Nc1cccc(C(=O)O)c1	i	i	2.4
92	CC1CN(C(=S)Nc2ccc(Cl)cc2)CC(C)O1 (stereo not given)	i	i	-0.4
93	C=CCNC(=O)c1ccc2c3n(nc2c1)-c1ccccc1CO3	i	i	9.7
94	O=C(NCCN1CCOCC1)Nc1ccccc1	i	i	-0.2
95	Nn1c(Nc2ccccc2)nc2sc3c(c2c1=O)CCCC3	i	i	0.1
96	COc1ccccc1CNC(=O)CSc1ccccc1	i	i	-1.9
97	CN1CCN(C(=O)c2ccc(-c3ccccc3)cc2)CC1	i	i	-2.4
98	CNC(=O)Nc1ccc(Cl)cc1	i	i	-0.8
99	COC(=O)Nc1ccc(N2CCOCC2)c(S(=O)(=O)N2CCOCC2)c1	i	i	0.0
100	Cc1cc(C)n2nc(SCc3nnc(SCCCCl)o3)nc2n1	i	i	-2.1

Other structures follow:
nr	molecule	CHT block	CHT PAM	STK33 kinase inh
101	CC1CN(C(=O)CSc2ncnc3sccc23)CC(C)O1 (stereo not given)	i	i	nt
102	COc1ccc(C(=O)N/N=C/c2cn[nH]c2-c2ccc(OC)cc2OC)cc1	i	i	-1.8
103	Nc1ccc2oc3ncccc3c(=O)c2c1	i	i	0.3
104	COc1cc(Cc2nc3ccc(S(=O)(=O)N4CCOCC4)cc3[nH]2)cc(OC)c1OC	i	i	-1.0
105	CCN(CC)CCCn1c(=S)[nH]c2ccc(Cl)cc2c1=O	i	i	16
106	CCN(Cc1ccccc1)C(=O)C1CCN(Cc2ccc(SC)cc2)CC1	i	i	-0.4
107	COc1ccccc1NC(=O)C(C)NS(=O)(=O)c1ccc(F)cc1 (stereo not given)	i	i	0.0
108	CC(C)=C(NC(=O)c1ccccc1Br)C(=O)NCCc1nc2ccccc2[nH]1	i	i	0.3
109	O=C(NCc1ccccc1)C(c1ccco1)N(C(=O)c1ccccn1)c1ccccc1 (stereo not given)	i	i	-1.2
110	CCOc1nc(Nc2ccc(OC)cc2OC)nc(OCC)n1	i	i	0.5
111	COc1ccc(Cn2c(CCC(=O)Nc3ccc(C)cc3)nc3cccnc32)cc1	i	i	-0.4
112	CCOC(=O)N1CCN(C(=O)CCS(=O)(=O)c2cc3c(cc2Cl)NC(=O)CO3)CC1	i	i	-1.3
113	CCc1c(C)c2ccc(OCC(=O)NCC3CCC(C(=O)O)CC3)c(C)c2oc1=O (stereo not given)	i	i	0.0
114	CC(=O)Nc1ccc(S(=O)(=O)N2CCN(c3ccc([N+](=O)[O-])cc3)CC2)cc1	i	i	-0.3
115	c1ccc(-c2nc3c([nH]2)CCc2nonc2-3)cc1	i	i	1.9
116	O=C1CCc2nc3ccccc3c(=O)n2N1	i	i	-0.1
117	S=C(c1cccs1)N1CCCC1	i	i	-1.2
118	O=C(Nc1ccc(Br)cn1)c1ccc(Cl)s1	i	i	-0.8
